aDG glyco act = activators of alpha-DG glycosylation, primary screen, uHTS, Pro5-aDG cells, AlphaScreen. alpha-DG glycosylation AlphaScreen (IIH6); 0% Pro5, 100% B10-LARGE cell signal. activation, % at 10 µM. hit rate 0.22% among 360,000;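 active means activation of at least 8% versus controls, or a plate z-score of at least 8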;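 further: Pro5 are CHO cells carrying HIG-tagged alpha-DG that lacks glycosylation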
Cardio protect = cardioprotection against H2O2-induced cell death, primary screen, uHTS, H9c2 cells, ATPLite luminescence; H9c2 cardiomyocytes, H2O2 injury protection, 2 h; protection from H2O2 cell death, % at 20 µM; hit rate 0.63% among 360,000; AID 588492, 2011;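 active means compounds giving at least 50% protection of heart cells from peroxide-induced death in the single-dose screen, raw or plate-pattern-corrected value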;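 further: 0% = DMSO wells with peroxide and 100% = DMSO wells without peroxide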
CaV13 FRET inh = Primary screen for inhibitors of IQ motif and Ca2+-dependent inactivation inhibitor domain binding in CACNA1D, Förster resonance energy transfer in living cells, …; HEK cells, CFP/YFP FRET ICDI-IQ, plate reader, 10 min; percent FRET-ratio fall versus neutral wells; inhibition, % at 12.3 µM; hit rate 0.098% among 340,000;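 active means mean replicate inhibition of at least 30% and at least 1% of replicates passing that level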;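 further: 0% = median of the neutral control wells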
iPSC survival up = enhancers of single-cell hiPSC survival, primary screen, ATPlite luminescence; 100% = ROCK inhibitor wells, 0% = DMSO; survival enhancement, % at 20 µM; hit rate 0.044% among 360,000; AID 602274, 2012; in the data active means survival enhancement above about 18%;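 further: cells exposed to compounds for 16 hours before the ATP read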
Vif inh = HIV Vif self-association inhibitors, primary screen, imaging, HEK293T, single point | AID 602346, 2012 | inhibition, % at 7.49 µM | HEK293T cells, Vif self-association by quenched fluorescence, 24 h | hit rate 0.35% among 340,000; in the data active means inhibition above about 50%, passing the limit was not always enough; further: some results filed as inactive read as strong as hits
N-glyco inh = increase of ERlucT glycosylation luciferase signal, primary screen, N-linked glycosylation inhibitor project, D54 ERlucT cells, luminescence, set 2. hit rate 0.23% among 360,000. D54 ERlucT glycosylation luciferase reporter, 24 h; percent of 100 nM tunicamycin response. reporter increase, % at 12.5 µM;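 active means mean luciferase reporter signal, scaled so untreated is 0 and the glycosylation-blocking control 100, at or above a set limit in every replicate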;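 further: luciferase carries N-glycosylation sites so blocking glycosylation raises the light; 0% = median of neutral control wells and 100% = median of 100 nM tunicamycin wells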
Exocytosis inh = LAMP-1 surface exposure blockers, TALL-104 cells – cell-based, flow cytometry, MLPCN library, primary screen. AID 651702, 2012. inhibition, % at 10 µM. TALL-104 LAMP-1 surface exposure; cells stimulated with thapsigargin and PMA. hit rate 0.66% among 360,000;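 active means inhibition above about 55%, limit read from the data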
PDI turbidity = inhibitors of human PDI, primary screen, biochemical, turbidity, single point, plate reader | inhibition, % at 10 µM | hit rate 0.052% among 350,000 | AID 588391, 2011 | Protein disulfide-isomerase (Homo sapiens), P07237 | PDI insulin aggregation turbidity, A650, 90 min;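 active means mean inhibition across replicates of 30% or more, whatever share of single replicates reach that level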;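 further: absorbance from insulin aggregation driven by PDI reduction with DTT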
m5-HT2A agonist = mouse Htr2a agonists via beta-arrestin recruitment, primary screen, cell-based, luminescence. 5-hydroxytryptamine receptor 2A (Mus musculus), P35363. CHO-K1 mHTR2A beta-arrestin complementation; percent of 30 µM serotonin response. activation, % at 7.6 µM. hit rate 0.66% among 360,000;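 active means activation above a run cutoff, the mean activation of all tested compounds plus 3 SD, cut at about 14% in these data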;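 further: 0% = plate median of compound wells and 100% = 30 µM serotonin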
ABCB6 inh 2 = ABCB6 transporter inhibitors, primary screen, K562-ABCB6 cells, flow cytometry, MLPCN library; ATP-binding cassette sub-family B member 6 (Homo sapiens), Q9NP58; K562-ABCB6 porphyrin accumulation, 1 h; hits give low values; fluorescence ratio to DMSO, % at 10 µM; hit rate 0.19% among 360,000; AID 602162, 2011;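 active means fluorescence ratio to DMSO below 75%, the collection mean minus 3 SD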;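 further: signal is porphyrin accumulated inside mitochondria; 100% equals median channel fluorescence of DMSO control wells; lower ratio means ABCB6 inhibition with less porphyrin fluorescence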
Target sequence (Q9NP58 whole entry, looked up): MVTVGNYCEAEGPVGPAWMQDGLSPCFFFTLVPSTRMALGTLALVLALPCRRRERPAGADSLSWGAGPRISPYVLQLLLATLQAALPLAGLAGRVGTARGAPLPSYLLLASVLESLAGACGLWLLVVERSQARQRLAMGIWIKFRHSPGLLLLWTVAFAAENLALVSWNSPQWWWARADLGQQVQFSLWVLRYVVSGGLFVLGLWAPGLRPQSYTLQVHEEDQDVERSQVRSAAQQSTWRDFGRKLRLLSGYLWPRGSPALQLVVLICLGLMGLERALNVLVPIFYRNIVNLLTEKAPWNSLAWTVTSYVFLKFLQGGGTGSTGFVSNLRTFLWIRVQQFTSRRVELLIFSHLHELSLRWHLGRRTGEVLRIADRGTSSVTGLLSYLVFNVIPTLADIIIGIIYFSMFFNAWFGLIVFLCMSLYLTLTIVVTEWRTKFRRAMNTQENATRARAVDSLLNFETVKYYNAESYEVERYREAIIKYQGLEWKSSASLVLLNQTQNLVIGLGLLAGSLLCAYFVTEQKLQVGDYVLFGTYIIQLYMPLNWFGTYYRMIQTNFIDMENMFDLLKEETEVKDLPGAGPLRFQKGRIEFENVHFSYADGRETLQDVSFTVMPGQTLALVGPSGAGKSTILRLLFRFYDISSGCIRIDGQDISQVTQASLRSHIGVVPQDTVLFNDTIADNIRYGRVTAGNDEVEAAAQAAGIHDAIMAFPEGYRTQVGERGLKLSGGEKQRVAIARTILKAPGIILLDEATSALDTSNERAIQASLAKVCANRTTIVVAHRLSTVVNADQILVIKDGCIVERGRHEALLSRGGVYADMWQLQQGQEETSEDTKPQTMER
The depositor's hits bear a star; . = no result given.

SMILES	aDG glyco act	Cardio protect	CaV13 FRET inh	iPSC survival up	Vif inh	N-glyco inh	Exocytosis inh	PDI turbidity	m5-HT2A agonist	ABCB6 inh 2
O=C(c1cc(-c2ccncc2)nc2ccc(Cl)cc12)N1CCN(C(=O)C2CCCO2)CC1 (stereo not given)	-0.4	29	0	3.9	1	2	0	0	6	96
CCCCNC(=O)c1cn(CC)c2cc(N3CCN(C(=O)c4ccco4)CC3)c(F)cc2c1=O	-0.3	38	-7	-0.4	-13	-3	7	3	1	103
CCc1cccc(C)c1NC(=O)c1ccc2c(c1)CCN2S(C)(=O)=O	-0.3	0	-4	-0.8	19	1	-2	15	-6	106
Cc1c(C(=O)N2CCOCC2)[nH]c2c1C(=O)CC(c1ccccc1Cl)C2 (stereo not given)	-0.3	22	-7	-3.7	0	7	-5	2	-9	96
COc1ccc(Cn2c(=O)cc(C)[nH]c2=S)cc1	0.0	-2	-4	0.2	6	0	2	0	1	105
Cc1ccc[n+](CC(=O)/C=C2\N(C)c3ccccc3C2(C)C)c1	-0.2	-5	-4	0.0	4	0	0	-2	-4	104
CN1C(=O)N(C)C2(c3ccccc3)N(C)C(=O)NC12c1ccccc1 (stereo not given)	0.0	3	-6	-1.6	-18	0	-10	10	3	97
CC(C)CC(=O)NC1(C(F)(F)F)C(=O)N(CC(C)C)C2=C1C(=O)CC(C)(C)C2 (stereo not given)	-0.2	7	-19	2.8	-1	3	-1	6	2	101
C#CCOc1ccc(/C=C2/C(=O)NN(c3ccc(F)cc3)C2=O)cc1OC	0.0	-1	-14	0.0	.	3	13	-7	-1	94
CCCCn1c(N)c(N(CCOC)C(=O)c2cc(-c3ccc(F)cc3)nc3ccccc23)c(=O)[nH]c1=O	0.3	2	-2	0.1	-8	3	1	-13	-1	97
COc1cccc(NC(=O)C2(C)CCN2Cc2ccc(OC(C)C)cc2)c1 (stereo not given)	0.2	-3	-6	0.0	-5	-1	6	-3	-3	94
O=C(CNC(=O)c1ccco1)OC(C(=O)c1ccccc1)c1ccccc1 (stereo not given)	0.2	5	-1	0.6	8	1	0	-9	3	88
COC(=O)c1nc2n(n1)C(c1cc(OC)ccc1OC)C(C(=O)OC1CCCCC1)=C(C)N2 (stereo not given)	-0.4	2	-5	-0.8	-9	3	-2	2	0	94
CC1CCCCC1NC(=O)CCn1c(=O)oc2ccccc21 (stereo not given)	-0.2	-2	-8	3.8	0	-1	0	2	1	98
O=C(Nc1ccnn1C1CCN(CCCc2ccccc2)CC1)c1cccc(F)c1	0.3	-6	-2	1.3	.	.	2	0	-8	105
COc1ccc(-c2nnc(SCc3cccnc3)o2)cc1	-0.2	9	0	-3.1	-8	0	-2	2	2	97
Brc1ccc(C2=CSC3=NCCN23)cc1	-0.1	0	-19	0.5	3	1	1	1	-2	98
OCCCc1cn(-c2ccccc2)c2ccccc12	-0.1	-3	-7	0.6	-5	-4	-2	-7	-3	98
CN1C=C(C(F)(F)F)C=C/C1=C(\C#N)c1nnc2n1CCCCC2	0.0	2	-6	0.1	-2	0	1	-4	10	96
COc1cccc(CN2CC(C(=O)NCCOc3ccccc3F)CCC2=O)c1 (stereo not given)	-0.2	2	-2	-0.6	0	1	0	-8	5	99
CCOc1ccc2ccccc2c1/C=N/n1cncn1	-0.1	4	.	-0.5	-4	5	-1	-1	5	95
CCn1cnnc1SCC(=O)NCC1COc2ccccc2O1 (stereo not given)	-0.1	3	-2	-1.7	30	1	4	2	-4	95
CCCCn1c(N)c(N(CCOC)C(=O)C2CCN(S(=O)(=O)c3ccc(C)c(C)c3)CC2)c(=O)[nH]c1=O	0.1	-2	-6	0.7	10	-1	-1	-6	3	97
Cc1nn(-c2ccccc2)c(N2CCCC2)c1/C=N/NC(=O)c1cc2ccccc2cc1O	0.0	2	-3	0.1	-6	-2	8	-4	-2	96
Cc1ccccc1NC(=O)CSc1n[nH]c(-c2ccccn2)n1	1.0	25	-6	0.1	-5	4	-2	5	-4	97
CCC1CCCCN1CCCNC(=O)CCNC(=O)Cn1cnc2ccccc2c1=O (stereo not given)	-0.1	0	-3	0.0	-8	1	8	-3	2	102
Cc1ccsc1C(=O)NN=C1CCCCCC1	-0.3	0	-6	0.6	6	0	-1	1	2	100
CCCCCC(=O)Nc1cccc(C2=NOC3(C2)C[C@@H](C(N)=O)N(C(=O)c2ccc(OC)cc2)C3)c1 (stereo not given in full)	1.4	-2	-5	-1.2	3	1	8	-1	3	99
Cc1ccc(/C=N/Nc2nnc(Cl)c3ccccc23)cc1	-0.1	-28	0	-4.4	11	-9	-3	-7	1	76
CCOC(=O)NC(=O)CSc1nnc(SCCC(=O)O)s1	0.0	6	-5	1.6	-2	4	2	6	3	121
COc1ccc(Cl)cc1N1C(=O)CC(N2CCN(S(=O)(=O)c3ccccc3F)CC2)C1=O (stereo not given)	0.0	-4	-4	-2.2	-3	0	6	8	2	95
C/C(=N/NC(=O)Cc1cc(=O)[nH][nH]1)c1ccc([N+](=O)[O-])cc1	0.0	10	-6	1.2	-3	1	-2	-6	3	104
Cc1ccccc1NS(=O)(=O)c1ccc(NC(=O)c2nc3ncccn3n2)cc1	0.0	10	-12	0.0	-12	0	-1	4	1	103
O=C(/C=C\c1ccc(-c2ccccc2)o1)c1ccccc1	0.2	-11	-7	-0.8	-1	11	86*	-4	1	101
CNC(=S)N/N=C/c1cn(Cc2ccc(C)cc2)c2ccccc12	1.9	-8	-4	-0.8	9	-1	3	-3	-8	95
CCOC(=O)[C@]12CCCC=C1N(Cc1ccc(Cl)cc1Cl)C(=O)[C@H](CC(=O)NCCCN1CCCC1=O)C2	-0.1	.	-2	-0.8	.	.	-5	.	-6	88
Cc1nc2c(ncn2-c2ccccc2)c(=O)n1NC(=O)CN1CCCC1	0.1	10	-5	-0.8	2	0	0	-2	-3	100
COc1ccc(S(=O)(=O)N2CC(C(=O)O)Oc3ccc(CC(=O)O)cc32)cc1 (stereo not given)	-0.3	10	-5	0.6	-2	2	0	-1	0	95
CN(C)CCCN(C(=O)C1COc2ccccc2O1)c1nc2cc3c(cc2s1)OCO3 (stereo not given)	0.1	13	-5	0.2	-7	-1	8	2	-4	106
O=C(NCC(c1cccnc1)N1CCN(c2ccc(F)cc2)CC1)C1CCCCC1 (stereo not given)	0.1	6	-4	-3.0	-5	2	-1	-2	-6	102
C/C(=C\c1ccco1)C1C(C#N)=C(N)Oc2n[nH]c(-c3ccc(C)cc3)c21 (stereo not given)	0.1	-1	-7	-1.4	6	1	17	-9	-1	100
COc1cc(/C=N/Nc2ccccc2[N+](=O)[O-])cc(OC)c1O	0.8	-2	-20	-0.5	-15	2	0	1	-4	85
Cc1oc(C(=O)O)cc1COc1cccc2ccccc12	0.0	1	-10	-0.7	1	3	7	-2	0	93
COCCNC(=O)CN1CCCCCC1	0.2	5	-5	2.1	5	2	6	2	-1	92
CC(C)(O)C#Cc1ccc(N2C(c3ccsc3)=Cc3ccc(F)cc3C2c2c[nH]c3ccc(C#N)cc23)cc1 (stereo not given)	0.1	.	-8	-0.2	.	.	-1	.	-3	102
CC1(C)CC(=O)CC(=NCC(=O)O)C1	0.9	-3	-7	0.9	0	1	-1	-7	1	105
COc1ccc(CNS(=O)(=O)c2ccc(F)c(C(=O)Nc3ccc(OC)cc3)c2)cc1	-0.1	2	0	-0.9	-2	-1	1	-3	3	96
O=C(CCc1nc2ccccc2c(=O)[nH]1)NNC(=O)COc1cccc(F)c1	0.0	96*	-5	2.1	-3	1	-2	-2	5	86

4 records drawn at random from the list so far:
SMILES	aDG glyco act	Cardio protect	CaV13 FRET inh	iPSC survival up	Vif inh	N-glyco inh	Exocytosis inh	PDI turbidity	m5-HT2A agonist	ABCB6 inh 2
Cc1ccsc1C(=O)NN=C1CCCCCC1	-0.3	0	-6	0.6	6	0	-1	1	2	100
CN(C)CCCN(C(=O)C1COc2ccccc2O1)c1nc2cc3c(cc2s1)OCO3 (stereo not given)	0.1	13	-5	0.2	-7	-1	8	2	-4	106
COC(=O)c1nc2n(n1)C(c1cc(OC)ccc1OC)C(C(=O)OC1CCCCC1)=C(C)N2 (stereo not given)	-0.4	2	-5	-0.8	-9	3	-2	2	0	94
Cc1c(C(=O)N2CCOCC2)[nH]c2c1C(=O)CC(c1ccccc1Cl)C2 (stereo not given)	-0.3	22	-7	-3.7	0	7	-5	2	-9	96

Continued:
SMILES	aDG glyco act	Cardio protect	CaV13 FRET inh	iPSC survival up	Vif inh	N-glyco inh	Exocytosis inh	PDI turbidity	m5-HT2A agonist	ABCB6 inh 2
CCNC(=O)NC(=O)C(C)OC(=O)C(C)(C)Oc1ccc(Cl)cc1 (stereo not given)	-0.1	-1	-6	0.0	2	2	-4	-11	4	101
CC(=O)N(C)C1=C(N2CCOCC2)C(=O)c2ccccc2C1=O	5.5*	-17	.	-3.0	5	-20	12	0	7	90
Cc1cc(=O)oc2cc(OCC(=O)N3CCN(c4ccccc4)CC3)c(Cl)cc12	-0.5	-7	-14	-0.2	-6	2	-4	9	10	99
Cc1cccc(NC(=O)/C(C#N)=C/c2cn(CC(=O)NCc3ccco3)c3ccccc23)c1	-0.5	4	-26	-0.1	-3	18	-1	-2	-1	92
O=C(CSc1nc2ccccc2c(=O)n1Cc1ccco1)NCCN1C(=O)CSC1=O	0.2	4	-16	-0.3	4	1	1	-1	-1	95
CCOC(=O)c1c(NC(=O)C(=O)N/N=C(\C)c2ccc(OC)cc2)sc2c1CCCCC2	-0.2	4	-5	-2.2	-7	3	7	-1	1	91
COc1cccc(C(=O)NCCNC(=O)c2cnccn2)c1	-0.1	-3	-3	0.5	10	1	-6	3	-3	102
CCOC(=O)C1(CCCc2ccccc2)CCN(C(=O)c2ccoc2)CC1	0.3	-1	-5	-0.5	-11	-1	-3	6	3	100
CCCCN1C(=O)C(=O)N(CC(=O)Nc2ccccc2C(=O)OCC)C1=O	0.1	-2	-2	-0.4	.	.	-10	3	4	93
Cc1cccc(OCC(=O)Nc2ccccc2-c2ccccc2)c1	-0.2	-7	-5	0.1	11	-3	1	7	-5	97
COc1ccc(C(C)(O)c2nc(-c3ccc4c(c3)OCO4)cs2)cc1 (stereo not given)	-0.2	-10	-11	-0.2	1	2	-8	0	0	99
CCC(C)NS(=O)(=O)c1ccc(NC(=O)C2CCN(C(=O)c3ccco3)CC2)cc1 (stereo not given)	0.1	-9	-2	0.0	2	4	10	0	0	96
CN(CC(=O)Nc1ccccc1Br)C(=O)CN1CCN(c2ccccc2Cl)CC1	0.0	3	-6	0.5	-5	3	1	9	-2	93
Cc1ccccc1Nc1n[nH]c(C)c1[N+](=O)[O-]	-0.1	-5	-3	0.2	-2	3	-2	-2	0	100
COc1c(O)cc(O)c2c(=O)cc(-c3ccccc3)oc12	0.3	8	.	-2.0	-7	0	14	.	0	101
O=C(NC1CCCCC1)C1CC(=O)N(c2cccc([N+](=O)[O-])c2)C1 (stereo not given)	-0.3	1	1	-4.1	10	-2	-4	-2	-1	719

Source: PubChem (several laboratories)
